Screening data (PubChem)
HCMV inh = blocks human cytomegalovirus replication; HFF cells, HCMV-luciferase reporter, 72 h; hits give low values; activity change, negative = inhibition, % at 57.5 µM; 410,000 compounds, 4.5% hits; in the data active means activity change below about -60%; inconclusive means no clear call, values can overlap the other calls; inactive means above about -39%; further: on the % scale 0 is the no-effect control and ±100 the full control effect
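Two-dose cell screen: HFF monolayers treated with compounds and infected with luciferase-expressing HCMV at 1 PFU/cell, 72 h at 37C, then lysed for luciferase measurement.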
Cycloheximide cs = affects cycloheximide protein synthesis inhibition readout, counter-screen; cell reporter, cycloheximide protein synthesis inhibition counterscreen; max response, %; 300,000 compounds, 12% hits; AID 2314; in the data active means max response mostly above about 13%, no sharp cut-off; inactive means mostly below about 14%; further: read at 38.3 µM for the half of the compounds with a filed dose; 0% is about no effect
AMA1-RON2 inh = disrupts binding of P. falciparum AMA1 to RON2; AlphaScreen AMA1-biotinylated RON2 peptide binding; Potency, µM (titrated, usually from 58.2 µM), without a hit: at the highest dose activity change, negative = inhibition, most hits filed as inhibitors; 360,000 compounds, 0.2% hits;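 further: potency means the concentration at half of the fitted maximal effect; 0% = vehicle wells and -100% = peptide control; nearly all actives have a fitted effect of over 45% in size; some results filed as inactive show a strong effect at the top dose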
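AMA1 (3D7) with his tag at 25 nM final met compounds first, then biotinylated RON2 peptide at 25 nM; detection used donor plus acceptor beads, 10 µg/mL apiece, read by AlphaScreen after 30 min at room temperature.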
AmpC no deterg = blocks E. coli AmpC beta-lactamase in detergent-free assay; P00811; 330,000 compounds, 0.52% hits; Potency, µM (titrated, usually from 57.1 µM), for inactives: at the top dose activity change, negative = inhibition, actives largely listed as inhibitors; AmpC nitrocefin hydrolysis, absorbance 480 nm, 0.0001% Triton;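 further: potency means the concentration at half of the fitted maximal effect; plate controls were no compound for no effect and no enzyme for full effect; nearly all actives have a fitted effect of over 20% in size; some results filed as inactive show a strong effect at the top dose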
Target sequence (P00811 whole entry, looked up): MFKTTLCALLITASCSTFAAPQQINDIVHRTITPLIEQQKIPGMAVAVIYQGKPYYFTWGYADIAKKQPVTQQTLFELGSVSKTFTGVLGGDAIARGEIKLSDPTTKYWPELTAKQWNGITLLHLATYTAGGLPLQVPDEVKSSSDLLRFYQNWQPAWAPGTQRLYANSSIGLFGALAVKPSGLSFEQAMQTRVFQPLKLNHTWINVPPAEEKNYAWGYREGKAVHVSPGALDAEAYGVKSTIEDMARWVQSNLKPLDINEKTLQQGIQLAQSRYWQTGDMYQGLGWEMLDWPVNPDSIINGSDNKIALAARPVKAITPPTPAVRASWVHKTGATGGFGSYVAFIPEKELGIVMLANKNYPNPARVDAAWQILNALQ
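AmpC (5.3 nM in the dispensed reagent) in 20 mM phosphate pH 7.0 with 0.01% (detergent screen) or 0.0001% Triton X-100 was preincubated with compounds for 15 min at room temperature. Nitrocefin was then added from an 800 uM solution, and hydrolysis was followed at 480 nm.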
Giardia FBPA inh = blocks Giardia fructose-bisphosphate aldolase activity. 290,000 compounds, 0.71% hits. purified Giardia FBPA. Potency, µM (top dose mostly 59.6 µM), without a hit: at the highest dose activity, negative = inhibition, actives largely listed as inhibitors; further: potency means the concentration at half of the fitted maximal effect; on the % scale 0 is the no-effect control and ±100 the full control effect; nearly all actives have a fitted effect of over 55% in size
Target sequence (A8B2U2 whole entry, looked up): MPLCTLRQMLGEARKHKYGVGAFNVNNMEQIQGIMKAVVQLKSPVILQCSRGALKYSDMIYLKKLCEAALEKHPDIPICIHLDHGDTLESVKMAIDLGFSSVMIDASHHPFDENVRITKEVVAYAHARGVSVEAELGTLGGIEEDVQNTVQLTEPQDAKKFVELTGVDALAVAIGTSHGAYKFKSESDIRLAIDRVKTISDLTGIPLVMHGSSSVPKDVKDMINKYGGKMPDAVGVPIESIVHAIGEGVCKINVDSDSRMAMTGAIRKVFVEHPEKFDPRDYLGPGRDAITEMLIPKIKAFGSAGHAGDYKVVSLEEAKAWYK
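40 nM FBPA preincubated 10 min at RT with compound (up to 57.5 uM final), then substrate plus GAPDH/TPI/NAD/arsenate coupling and diaphorase/resazurin added. Fluorescence read after 20 min at RT, 525/598 nm.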
Shiga toxin inh = inhibitors of Shiga toxin in Vero cells; Vero cells, Shiga toxin protein synthesis inhibition reporter; inhibition, % at 38.7 µM; 290,000 compounds, 9.2% hits; AID 2315; in the data active means inhibition mostly above about 28%, no sharp cut-off; inactive means mostly below about 43%; further: 0% is about no effect
AmpC inh detg = inhibitors of E. coli AmpC beta-lactamase with detergent | P00811 | AmpC hydrolysis of nitrocefin, absorbance 480 nm, 0.01% Triton | Potency, µM (top dose mostly 114 µM), inactives show at the highest dose activity change, negative = inhibition, usual class: inhibitors | 370,000 compounds, 0.041% hits | AID 485294;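 further: potency means the concentration at half of the fitted maximal effect; 0% = no-compound wells and -100% = no-enzyme wells; nearly all actives have a fitted effect of over 25% in size; some results filed as inactive show a strong effect at the top dose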
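AmpC (5.3 nM in the dispensed reagent) in 20 mM phosphate pH 7.0 with 0.01% (detergent screen) or 0.0001% Triton X-100 was preincubated with compounds for 15 min at room temperature. Nitrocefin was then added from an 800 uM solution, and hydrolysis was followed at 480 nm.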
* marks the source's active call; other numbers are inactive results; ? = inconclusive; nt = no result given; & = joins results of further samples; [ ] = dose if it differs, or a comment. Unless noted, the call rests on the fitted dose curve; in most records, active means well fitted curve in the direction sought with a large enough effect; inconclusive means small, poorly fitted or top-dose-only effect, or another doubt; inactive means no such curve, though single readings can be large; an effect the other way counts as inactive or inconclusive.

Fields – HCMV inh, Cycloheximide cs, AMA1-RON2 inh, AmpC no deterg, Giardia FBPA inh, Shiga toxin inh, AmpC inh detg
- CC1(C)OC(=O)N(CC(=O)Nc2cccc(C(F)(F)F)c2)C1(C)O (stereo not drawn)
  -25, 3, 3%, 0%, 1%, 16, 1%
- Cn1cc(/C=N\NC(=O)c2cccs2)c2ccccc21
  193, 49*, 8%, -19%, 0%, 63*, 4%
- Cc1n[nH]c(=O)nc1NCCN(C)C
  38, -3, -19%, -12%, -1%, 2, ?
- COc1ccc(C(=O)NNC(=O)CSc2nnc(COc3ccccc3OC)n2C)cc1
  34, 4, 22%, 7%, 11%, 13, 3%
- CCSC1=NCCN1S(=O)(=O)c1ccc(Cl)cc1
  -2, -5, -8%, -8%, -5%, -25, 4%
- O=C(NC(c1cccnc1)C(F)(F)F)c1cc(COc2ccc3c(c2)CCCC3)on1 (stereo not drawn)
  -82*, 46*, -11%, 8%, nt, 100*, 0%
- Cc1ccc(C(CNC(=O)c2ccco2)N2CCN(C)CC2)cc1 (stereo not drawn)
  -13, nt, 3%, -9%, nt, nt, ?
- CC(C)N1C(=O)NC2(c3ccccc3)N(C)C(=O)N(C)C12c1ccccc1 (stereo not drawn)
  17, -5, -11%, -16%, 0%, -15, ?
- CCOC(=O)CNC(=O)CSP(=S)(OCC)OCC
  -1, -5, -1%, 0%, -1%, 3, -2%
- CN(C)c1ccc(C2CC(c3cccc(NS(C)(=O)=O)c3)=NN2C(=O)c2ccccc2)cc1 (stereo not drawn)
  8, -1, ?, 21%, -28%, 18, 3%
- CCN1CCN(C(=O)c2ccc(CNS(=O)(=O)c3cccc(OC)c3)cc2)CC1
  4, 0, 3%, 26%, nt, -12, 5%
- Cc1cccc2cc(C#N)c(NCCNC(=S)NCCCN3CCOCC3)nc12
  -26, -2, 0%, 211%[activator], -8%, -12, -1%
- COc1cc(OC)nc(Oc2ccc(NC(C)=O)cc2)n1
  24, 5, 6%, -10%, 0%, -6, 2%
- COCC(=O)N(Cc1cc2cc(C)ccc2[nH]c1=O)c1cccc(C)c1C
  10, 0, 0%, 33%, -1%, 2, -4%
- CN(C)CCNC(=S)Nc1ccc(Cl)cc1
  -6, 1, -6%, -14%, 2%, -3, 0%
- O/N=C(\c1ccccn1)C1CC1c1ccccc1 (stereo not drawn)
  -79*, 12, 14%, 4%, -8%, -13, 2%
- CCCCC(=O)NNC(=S)NC(=O)c1cccc([N+](=O)[O-])c1
  -2, -1, 80%[activator], -7%, -9%, -15, -2%
- CC(C)(C)c1cn(-c2ccc(Cl)cc2)c(=S)[nH]1
  -14, 15, 7%, -6%, 8%, -2, 0%
- Cn1[nH]c(C(F)(F)F)c(C=Nc2ccc(Cl)cc2)c1=O
  -17, -3, -1%, -5%, -24%, 21, -9%
- CCn1c(=O)c(C(=O)CN(C)Cc2ccc(F)cc2)c(N)n(Cc2ccccc2)c1=O
  -31, -7, 13%, 22%, 3%, -13, 9%

(list continues)
Fields – HCMV inh, Cycloheximide cs, AMA1-RON2 inh, AmpC no deterg, Giardia FBPA inh, Shiga toxin inh, AmpC inh detg
- COc1cc(CNC(=O)C2CCC(=O)N(C3CCCCCC3)C2)cc(OC)c1 (stereo not drawn)
  -3, -2, 11%, -1%, 3%, -8, -1%
- COc1ccccc1N(C)S(=O)(=O)c1ccc(Cl)c(C(=O)Nc2ccncc2)c1
  -68*, nt, -6%, 5%, nt, nt, 2%
- CCOC(=O)C1=C(C)N=c2s/c(=C\c3ccc(OCC(=O)O)cc3)c(=O)n2C1c1ccc(OC(C)C)cc1 (stereo not drawn)
  -35, 1, -3%, 271%[activator], 16%, 2, ?
- CCN(CC)CCn1c2ccccc2c2cnc(N=CN(C)C)c(C#N)c21
  -94*, -6, -2%, 80%[activator], 10%, -7, -6%
- O=C(c1ccco1)N1CCN(c2cc(=O)n(-c3ccc(Cl)cc3)c(=O)[nH]2)CC1
  29, -2, 3%, 45µM*, -6%, -2, ?
- CC(NC(=O)CN(C)Cc1cccc(Cl)c1)c1ccccc1 (stereo not drawn)
  -23, -4, -18%, 69%[activator], nt, -5, 3%
- CC(C)(OC(=O)c1ccc(C#N)cc1)c1cc2ccccc2c(=O)o1
  -5, nt, 19%, -29%, nt, nt, 9%
- Cc1nnc(SCC(=O)NC2CCCCCC2)n1C(C)C
  25, -2, -3%, -4%, -3%, -5, 1%
- COc1ccc(NC(=O)CCCn2c(=O)c3sccc3n(Cc3ccccc3)c2=O)cc1
  -22, 26*, 5%, -7%, 14%, 9, 6%
- CCCCOC(=O)Nc1ccc(S(=O)(=O)Nc2ncccn2)cc1
  -38, 5, -4%, -4%, 11%, -10, -7%
- CCCc1nc2ccccc2c(=O)n1N
  -28, -3, -21%, -14%, 5%, -4, 1%
- COCCCNC(=O)c1c(N)n(-c2ccccc2)c2nc3ccccc3nc12
  -24, 11, 85%[activator], 113%[activator], ?, -1, 2%
- Cc1cc(NC(=O)C2C3C(=O)N(Cc4ccc(Cl)cc4)C(C(=O)NC4CCCCC4)C34C=CC2(C)O4)no1 (stereo not drawn)
  ?, -3, -10%, 70%[activator], nt, -13, -7%
- Cc1ccc(C(=O)Nc2ccc3c(c2)OCO3)o1
  146, 31*, 1%, -7%, -23%, 68*, -14%
- CSc1ccc(/C=N/NC(=O)CN2CCN(Cc3ccccc3Cl)CC2)cc1
  -7, 7, 21%[2.32 µM], 114%[activator], 6%, -4, -4%
- O=C(/C=C/c1ccccc1Cl)Nc1ccccc1
  131, 37*, 7%, -31%, -10%, 60*, -10%
- Cc1nc(N2CCN(C(c3ccccc3)c3ccccc3)CC2)nc2c1C(=O)CCC2
  nt, -3, nt, -19%, 8%, 26, -8%
- Cc1ccc(C)c(S(=O)(=O)NCc2ccc(C(=O)N3CCN(c4ccccc4)CC3)cc2)c1
  9, -1, -29%, 66%[activator], nt, -29, 1%
- N#Cc1cc(NCC2CCCO2)c([N+](=O)[O-])cc1C#N (stereo not drawn)
  -15, -6, -7%, -6%, 2%, -7, -10%
- Cc1ccccc1CN1C[C@@H]2C[C@@H](c3cn[nH]c3-c3ccccc3)N3CCC[C@@]23C1=O
  -66*, -1, 2%, 24%, 0%, -4, -7%

Carrying on:
Fields – HCMV inh, Cycloheximide cs, AMA1-RON2 inh, AmpC no deterg, Giardia FBPA inh, Shiga toxin inh, AmpC inh detg
- CCC(C)(C)NC(=O)C(OC(=O)c1ccco1)c1ccccc1F (stereo not drawn)
  31, 3, 0%, 0%, 6%, -4, -4%
- CN(CC1COc2ccccc2O1)C(=O)c1cc(COc2c(F)cccc2F)on1 (stereo not drawn)
  -24, 6, -2%, 3%, nt, 13, 6%
- O=c1c(Cl)c(O)c2cccc3c4ccccc4n1c23
  12, -1, -4%, -16%, 1%, -11, -12%
- Cc1ccccc1N1CC(C(=O)Nc2ccc(S(=O)(=O)N3CCCC3)cc2)CC1=O (stereo not drawn)
  ?, nt, -5%, 30%, nt, nt, -12%
- COc1ccc(C2=Nn3c(nnc3-c3ccco3)SC2)cc1
  21, 12, 2%, 1%, 3%, -14, ?
- CCc1ccc(/C=C2\CN(CC)Cc3c2nc2ccccc2c3C(=O)O)cc1
  -24, 1, 1%, 54%, ?, 21, -8%
- Cc1ccc(N(CC(=O)Nc2cc(C)cc(C)c2)S(=O)(=O)c2cccc3nonc23)cc1
  -18&3, -3, -14%, 16µM*, 1%, -6, 3%&-7%
- COc1ccccc1C(=O)C1CCCN(C(=O)Nc2ccccc2F)C1 (stereo not drawn)
  71, 28*, 2%, 3%, 1%, 73*, 6%
- Fc1ccc(-c2onc3ccc(C4OCCO4)cc23)cc1
  0, 26, -12%, -15%, 0%, 24, ?
- O=C(Cc1ccccc1)Nc1nnc(-c2cccc([N+](=O)[O-])c2)s1
  -33, -3, 0%, -53%, 4%, 4, -6%
- COc1cccc(CNC(=O)c2cccc(S(=O)(=O)N3CCN(c4ccc(F)cc4)CC3)c2)c1
  1, nt, -2%, -19%, nt, nt, -7%
- Nc1[nH]n(-c2c(Cl)cc(Cl)cc2Cl)c(=O)c1N=Nc1ccc(S(=O)(=O)Nc2ncccn2)cc1
  ?, nt, 0%, -18%, nt, nt, nt
- CCNc1ccc(S(=O)(=O)N2CCCCC2)cn1
  29, nt, -2%, -14%, nt, nt, ?
- FC(F)(F)c1cccc(NC(=S)N2CCN(c3cccc(C(F)(F)F)c3)CC2)c1
  -8, -6, 6%, -25%, 4%, 32, 0%
- COc1ccc(-c2nc(CSCC(=O)NCc3ccc4c(c3)OCO4)c(C)o2)cc1
  43, -4, 2%, 14%, 3%, -14, -18%
- Cc1ccc(C(C(=O)NC2CCCCC2)N(Cc2ccco2)C(=O)Cc2c[nH]c3ccccc23)o1 (stereo not drawn)
  -25, -4, -18%, -52%, -6%, -2, -4%
- O=C(NNC(=S)NC1CCCCC1)c1sc2ccccc2c1Cl
  ?, 10*, 46%[activator], -8%, 15%, 27, ?
- COc1ccc(CNC(=O)CN(Cc2ccc(Cl)cc2)S(=O)(=O)c2ccccc2)cc1
  -2, -2, -13%, -19%, 3%, 16, 3%
- CC(=O)CSc1nc(N)c(C#N)c(-c2cccs2)c1C#N
  ?, 2, 1%, -39%, 9%, -30, 3%
- CC(=O)N1CCN=C1SCc1cccc(F)c1
  -2, -8, 7%, 1%, nt, -3, -9%
- S=c1nc(-c2ccccc2)n(CCCN2CCOCC2)c2c1CCCC2
  -13, -3, -1%, -11%, -9%, -1, -21%
- COC(=O)Nc1ccc(S(=O)(=O)Nc2ccccc2F)cc1
  -16, -3, 20%, -20%, 1%, -12, 2%

Sorted by SMILES length (highest first): nine of the compounds above.
Fields – HCMV inh, Cycloheximide cs, AMA1-RON2 inh, AmpC no deterg, Giardia FBPA inh, Shiga toxin inh, AmpC inh detg
- FC(F)(F)c1cccc(NC(=S)N2CCN(c3cccc(C(F)(F)F)c3)CC2)c1
  -8, -6, 6%, -25%, 4%, 32, 0%
- CN(CC1COc2ccccc2O1)C(=O)c1cc(COc2c(F)cccc2F)on1 (stereo not drawn)
  -24, 6, -2%, 3%, nt, 13, 6%
- S=c1nc(-c2ccccc2)n(CCCN2CCOCC2)c2c1CCCC2
  -13, -3, -1%, -11%, -9%, -1, -21%
- CC(=O)CSc1nc(N)c(C#N)c(-c2cccs2)c1C#N
  ?, 2, 1%, -39%, 9%, -30, 3%
- COc1ccc(C2=Nn3c(nnc3-c3ccco3)SC2)cc1
  21, 12, 2%, 1%, 3%, -14, ?
- Fc1ccc(-c2onc3ccc(C4OCCO4)cc23)cc1
  0, 26, -12%, -15%, 0%, 24, ?
- O=c1c(Cl)c(O)c2cccc3c4ccccc4n1c23
  12, -1, -4%, -16%, 1%, -11, -12%
- CCNc1ccc(S(=O)(=O)N2CCCCC2)cn1
  29, nt, -2%, -14%, nt, nt, ?
- CC(=O)N1CCN=C1SCc1cccc(F)c1
  -2, -8, 7%, 1%, nt, -3, -9%
